POLH inh: DNA polymerase eta (human) inhibition; Q9Y253; AID 588591; Potency, µM (doses to about 114 µM), for the others: at the top dose activity change, negative = inhibition, hits mostly inhibitors; recombinant Pol eta, fluorescent DNA replication assay; hit rate 1.2% among 390,000; note: % is set by controls: 0 for no effect and ±100 for the full control effect
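Pol eta at 10 nM preincubated with compounds 15 min at room temperature; reaction started with fluorescent substrate (50 nM final) and read kinetically at 0 and 10 min.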
POLK inh: inhibitors of human DNA polymerase kappa | Q9UBT6 | purified Pol kappa, fluorescent DNA synthesis assay, 10 min | Potency, µM (series often up to 107 µM), without a hit: at the highest dose activity, negative = inhibition, usual class: inhibitors | hit rate 0.53% among 400,000; note: % is set by controls: 0 for no effect and ±100 for the full control effect
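50 nM final substrate added after 15 min RT preincubation of 10 nM Pol kappa with compound; fluorescence read at 0 and 10 min.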
BLM helicase inh: blocks DNA unwinding by human BLM helicase; P54132; recombinant BLM DNA unwinding, fluorescence dequenching; Potency, µM (top dose mostly 56.1 µM), inactives show at the highest dose activity change, negative = inhibition, usual class: inhibitors; hit rate 0.2% among 350,000;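 note: plate controls were vehicle for no effect and no enzyme for full effect; nearly all actives have a fitted effect of over 35% in size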
Target sequence (P54132 whole entry, looked up): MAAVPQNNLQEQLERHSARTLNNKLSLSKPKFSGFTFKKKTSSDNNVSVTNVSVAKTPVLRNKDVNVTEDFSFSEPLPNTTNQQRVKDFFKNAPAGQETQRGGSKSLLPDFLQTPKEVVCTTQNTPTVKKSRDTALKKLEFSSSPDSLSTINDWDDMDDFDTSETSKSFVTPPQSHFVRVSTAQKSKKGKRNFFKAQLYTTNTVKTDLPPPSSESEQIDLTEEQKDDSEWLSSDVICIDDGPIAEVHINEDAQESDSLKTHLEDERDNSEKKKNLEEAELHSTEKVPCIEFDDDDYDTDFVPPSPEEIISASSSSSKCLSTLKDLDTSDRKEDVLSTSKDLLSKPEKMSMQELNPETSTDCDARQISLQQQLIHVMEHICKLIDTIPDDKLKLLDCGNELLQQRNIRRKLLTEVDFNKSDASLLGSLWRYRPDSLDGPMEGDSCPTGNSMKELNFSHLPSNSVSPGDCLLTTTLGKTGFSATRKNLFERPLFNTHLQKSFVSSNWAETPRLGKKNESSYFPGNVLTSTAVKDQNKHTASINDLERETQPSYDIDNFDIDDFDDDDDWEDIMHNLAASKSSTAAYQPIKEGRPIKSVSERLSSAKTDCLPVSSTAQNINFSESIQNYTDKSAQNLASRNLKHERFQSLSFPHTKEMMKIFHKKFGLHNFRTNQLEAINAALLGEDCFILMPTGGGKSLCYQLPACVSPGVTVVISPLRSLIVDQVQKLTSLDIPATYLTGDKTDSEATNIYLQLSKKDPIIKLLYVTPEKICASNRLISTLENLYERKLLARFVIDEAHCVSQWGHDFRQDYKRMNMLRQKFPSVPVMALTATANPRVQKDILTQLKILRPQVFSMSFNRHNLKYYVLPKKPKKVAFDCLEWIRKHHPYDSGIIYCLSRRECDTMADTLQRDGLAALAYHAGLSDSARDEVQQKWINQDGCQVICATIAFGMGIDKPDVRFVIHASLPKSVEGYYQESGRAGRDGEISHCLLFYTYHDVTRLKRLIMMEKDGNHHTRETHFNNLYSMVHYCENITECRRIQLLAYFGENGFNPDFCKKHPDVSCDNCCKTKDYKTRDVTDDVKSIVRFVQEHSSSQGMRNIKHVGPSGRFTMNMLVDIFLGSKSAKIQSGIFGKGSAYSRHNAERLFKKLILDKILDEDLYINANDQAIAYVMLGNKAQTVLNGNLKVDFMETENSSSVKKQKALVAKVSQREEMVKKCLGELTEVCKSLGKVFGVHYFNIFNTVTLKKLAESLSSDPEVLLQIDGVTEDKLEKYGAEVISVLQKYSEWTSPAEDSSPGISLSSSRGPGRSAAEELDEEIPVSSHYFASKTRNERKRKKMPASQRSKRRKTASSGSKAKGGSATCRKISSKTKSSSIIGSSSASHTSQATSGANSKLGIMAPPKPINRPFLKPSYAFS
G9a block: G9a (human) methyltransferase inhibition; G9a H3K9 monomethylation, AlphaScreen, 2 h; Potency, µM (series often up to 102 µM), for the others: at the highest dose activity, negative = inhibition, usual class: inhibitors; hit rate 8.8% among 350,000; AID 504332; note: % is set by controls: 0 for no effect and ±100 for the full control effect; nearly all actives have a fitted effect of over 75% in size
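Methyltransferase reactions run at room temperature for 2 h (20 nM enzyme, 500 nM biotin-H3K9 peptide, 20 uM SAM) after a 15 min compound preincubation; product detected by AlphaScreen beads and anti-H3K9me1 antibody.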
POLI inh: DNA polymerase iota (human) inhibition; Q9UNA4; Pol iota fluorescent replication assay, 10 min; Potency, µM (highest dose often 115 µM), without a hit: top-dose activity, negative = inhibition, most hits filed as inhibitors; hit rate 1% among 390,000; AID 588590
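Fluorescent replication assay read twice, at 0 min and 10 min after adding 50 nM (final) substrate. Enzyme (10 nM) and compounds were first incubated 15 min at room temperature; enzyme-free buffer wells were negative controls.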
Pol beta inh: DNA polymerase beta (human) inhibition | P06746 | Pol beta primer extension/strand displacement, fluorescence kinetic | Potency, µM (titrated, usually from 114 µM), without a hit: top-dose activity change, negative = inhibition, usual class: inhibitors | hit rate 1.3% among 340,000; note: % is set by controls: 0 for no effect and ±100 for the full control effect
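Curves were derived by four-parameter Hill fits of normalized qHTS data. The kinetic fluorescent primer-extension read was taken at 0 and 10 min after 50 nM substrate, following a 15 min room-temperature preincubation of 10 nM enzyme with compounds.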
JMJD2A Tudor: blocks the human JMJD2A Tudor domain | O75164 | AlphaScreen JMJD2A-Tudor / H3K4me3 peptide binding | Potency, µM (top dose mostly 114 µM), for the others: at the top dose activity change, negative = inhibition, usual class: inhibitors | hit rate 4.4% among 390,000 | AID 504339; note: % is set by controls: 0 for no effect and ±100 for the full control effect; nearly all actives have a fitted effect of over 50% in size
APEX1 inh: inhibitors of human APE1 endonuclease; recombinant APE1, TAMRA/BHQ-2 abasic DNA cleavage fluorescence; hit rate 0.35% among 350,000; P27695; Potency, µM (top dose mostly 65.8 µM), for inactives: at the highest dose activity change, negative = inhibition, most hits filed as inhibitors;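 note: plate controls were vehicle for no effect and reference inhibitor for full effect; nearly all actives have a fitted effect of over 55% in size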
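0.75 nM APE1 + cpd, 15 min RT; start w/ 50 nM TAMRA/BHQ-2 THF-abasic dsDNA; kinetic fluor 525/598 nm ×3 reads @60 s; Δ(read3−read1); normalized to DMSO and NSC13755 control wells.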
BAZ2B block: BAZ2B (human) inhibition. Q9UIF8. AlphaScreen BAZ2B-H3K14Ac peptide displacement. Potency, µM (highest dose often 114 µM), for inactives: at the top dose activity change, negative = inhibition, hits mostly inhibitors. hit rate 4.4% among 360,000. AID 504333; note: % is set by controls: 0 for no effect and ±100 for the full control effect; nearly all actives have a fitted effect of over 60% in size
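BAZ2B (50 nM) with biotin-H3(5-23)K14Ac peptide (50 nM) in PBS pH 7.4, 0.01% Tween-20, preformed 30 min, then compound 30 min at room temperature; top concentration 110uM. AlphaScreen streptavidin donor/nickel chelate acceptor beads (10 ug/mL final), 20 min dark, signal read.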
Starred values were filed as active, the others as inactive; u = inconclusive; x = not tested or not shown; & = joins results of further samples; [ ] = dose if it differs, or a comment. Calls come from the whole dose curve; as a rule, active = well fitted curve in the direction sought with a large enough effect; inconclusive = small, poorly fitted or top-dose-only effect, or another doubt; inactive = no such curve, though single readings can be large; an effect the other way counts as inactive or inconclusive. Potency is the fitted concentration of half-maximal effect. Not all compounds are listed (hit frequency here may not be typical).

SMILES | BLM helicase inh | BAZ2B block | G9a block | POLH inh | POLK inh | JMJD2A Tudor | Pol beta inh | APEX1 inh | POLI inh
O/N=C\c1cccn1-c1ccc(Br)cc1 | -9% | u | u | -6% | 3% | 79µM* | 0% | -3% | -11%
O=C(N/N=C/c1ccncc1)c1ccccc1OCc1ccc(Br)cc1 | 2% | -29% | -8% | -19% | 5% | -16% | 29% | -4% | 83%[activator]
CC(C)(C)c1cc(C(=O)N/N=C/c2ccccc2O)n(-c2ccccc2)n1 | -8% | 3% | 25%[59 µM] | -16% | -8% | -14% | 0% | 18% | 14%
Nc1nc(SCC(=O)Nc2ccc(Cl)cn2)n[nH]1 | -5% | -10% | -30% | -1% | -7% | -17%[11.4 µM] | -24% | -3% | 97%[activator]
O=S(=O)(N[C@H](CO)Cc1ccccc1)c1ccc(Br)cc1F | x | x | x | -10% | -2% | -10% | x | -2% | -16%
Cn1c(=O)cc2c3c(c(N4CCCCC4)ccc31)C(=O)c1ccccc1-2 | -3% | 10µM* | 14µM* | -8% | -32% | 35µM* | u | -6% | u
CCOC(=O)c1c(-c2ccccc2)nc2ccc(Cl)cn12 | -4% | 5% | 0% | 3% | -11% | 33% | 86% | 3% | 14%
N#CCCN(C(=O)COC(=O)COc1ccc(Cl)cc1)c1ccccc1 | 2% | -1% | 3% | -23% | -8% | -4% | 12% | 15% | 76%[activator]
CCC(C)NC(=O)CN1c2cccc3cccc(c23)S1(=O)=O (stereo unspecified) | -3% | 8% | -18% | -4% | -12% | -5% | -3% | 3% | 46%[activator]
Cc1cccc(C)c1N(CC(=O)Nc1cc(Cl)ccc1Oc1ccccc1)S(C)(=O)=O | -9% | 11% | 13µM* | -25% | -13% | -12% | -11% | -8% | -1%
CC(=O)Nc1ccc(OCC=C(Cl)Cl)cc1 | -9% | -2% | -32% | 1% | -5% | 7% | -25% | -2% | -11%
Cc1ccc(-n2cccc2/C=C2/C(=N)N3C(=NC2=O)SN=C3S(C)(=O)=O)cc1 | -27% | 45µM* | 40µM* | 32µM* | u | 16µM* | 16µM* | u | 18µM*
CC(=O)Nc1ccccc1-c1nc2ccccc2nc1OCC(=O)c1ccc(Br)cc1 | -6% | 2% | x | -9% | 7% | -17% | -3% | -2% | -2%
CCCCOc1ccc(OCCNS(=O)(=O)N(C)C)cc1 | -6% | 16% | 8% | -5% | -6% | -8% | -27% | 3% | 19%
CCOC(=O)c1sc(=S)n(C)c1NC(=O)c1ccc(F)cc1 | -2% | -15% | 2µM* | -3% | -9% | u | 22% | 2% | 13%
Cc1cccc(Cl)c1NC(=O)N1CCCN(c2nc3ccc(Cl)cc3s2)CC1 | -3% | 0% | 2% | -7% | -3% | -6% | 8% | -2% | 10%
CC(C)(C)OC(=O)N1CCC(c2c(C(=O)N3CCCCC3)cnn2-c2ccc(Cl)cc2)CC1 | 0% | 10%[57.1 µM] | -5%[59 µM] | -8% | -16% | -18% | -12% | x | 30%[activator]
CCN(CC)CCNC(=O)Cc1nn(CC)c(=O)c2ccccc12 | 2% | 14% | 25% | 8% | 0% | -7% | 1% | 5% | 17%
CC(CO)Nc1nc(SCc2ccccc2)nc2sc3c(c12)CCC3 (stereo unspecified) | -14% | -28% | 16%[12.7 µM] | -13% | 1% | -27% | 24% | -4% | 7%
Cc1ccc(S(=O)(=O)N(C)C)cc1NC(=O)CSc1ncn[nH]1 | 1% | 2% | 30% | -19% | -6% | -17% | u | 7% | 67%[activator]
COc1ccc(CCNC(=O)c2cc([N+](=O)[O-])ccc2N2CCOCC2)cc1 | x | -2% | -45% | -9% | -6% | -7% | x | -1% | -13%
CCOC(=O)N1CCc2c(sc3c2c(=O)n(-c2ccc(CC)cc2)c(=O)n3Cc2cccc(Cl)c2)C1 | -2% | -18% | 10%[59 µM] | -19% | -11% | -1% | 0% | x | 17%
CC(C)[C@H](NS(=O)(=O)/C=C/c1ccccc1)C(=O)OCC(=O)NC(N)=O | 2% | 9% | -6%[59 µM] | -6% | -1% | -4% | 10% | -2% | 4%
Cc1ccccc1C(OCC(O)CN1CCC(C(N)=O)CC1)c1ccccc1 (stereo unspecified) | -2% | -11% | -7% | -21% | -4% | -11% | 15% | 31% | 125%[activator]
Fc1ccc(NC(=S)NCc2ccccc2Cl)cc1 | -1% | 7% | -6%[59 µM] | -19% | -2% | 7% | 17% | 4% | 12%
COc1cccc(OC)c1C(=O)Nc1nc2ccc([N+](=O)[O-])cc2s1 | -3% | -23% | 9%[59 µM] | -13% | -11% | -10% | -1% | -4% | 56%[activator]
Cc1nn(-c2ccc(C(F)(F)F)cn2)c(C)c1Oc1ccccc1O | 1% | 3% | -1%[12.7 µM] | u | -16% | -15% | -12% | 0% | 4%
C#CCn1c(=NC(=O)c2ccc(Br)s2)sc2cccc(OC)c21 | -11% | -4% | -36%[59 µM] | u | -8% | -25% | u | 4% | -4%
COc1cc(/C=C/CN2CCN(CCC(C)C)C(CCO)C2)ccc1O (stereo unspecified) | -5% | -21% | 71µM* | -8% | -20% | -25% | -27% | 1% | -4%
c1ccc(-c2cc(-c3ccc(N4CCOCC4)cc3)nc3ccccc23)cc1 | -2% | 27% | 35%[59 µM] | -19% | -6% | 57%[activator] | 0% | -3% | 183%[activator]
COc1ccc(CN2C(=O)CCC2(C)C(=O)NC2CCCCC2)c(OC)c1 (stereo unspecified) | -1% | 2% | -8% | 2% | -10% | -13% | 0% | -2% | 0%
O=C(CCCn1c(=O)c2sccc2n(Cc2cc(=O)n3ccccc3n2)c1=O)NCc1ccco1 | 3% | 4% | 0%[59 µM] | -11% | -24% | -29% | -2% | -3% | 40%[activator]
CCOC(=O)c1sc2nccc(N(C)C)c2c1N=CN(C)C | 0% | 7% | -2%[12.7 µM] | -9% | -10% | -7% | 20% | 1% | 8%
Cn1c(C(=O)Nc2cccc(C(F)(F)F)c2)cc2c(=O)n3ccccc3nc21 | 1% | -13% | -32%[59 µM] | -5% | -13% | -10% | 7% | x | -3%
CC(O)CNc1nc(NCc2ccccc2)c2cnn(C)c2n1 (stereo unspecified) | -1% | -8%[57.1 µM] | u | 4% | -8% | 5% | 33% | 5% | 9%
CCOC(=O)/C(=C/c1c[nH]c2ccccc12)NC(C)=O | -1% | -24% | 21% | -16% | -2% | -13% | 10% | -1% | 23%
CCc1cccc2c(C(=O)CN3C(=O)NC4(CCc5ccccc54)C3=O)c[nH]c12 (stereo unspecified) | x | 1% | 8%[0.501 µM] | -10% | -16% | -19% | x | -15% | 39%[activator]
CC1CC1C(=O)Nc1nc(-c2ccccn2)cs1 (stereo unspecified) | -2% | u | 8.9µM* | -9% | -18% | 56µM* | -9% | 4% | 7%
COc1ccc(CCNC(=O)C2CCCN(c3ncccn3)C2)cc1 (stereo unspecified) | -4% | -16% | -3%[59 µM] | -18% | -10% | -8% | 24% | -1% | 70%[activator]
O=C1C2CC(O)CN2C(=O)N1c1ccccc1 (stereo unspecified) | -2% | -1% | 1%[12.7 µM] | -21% | -3% | -5% | 13% | 0% | 55%[activator]
O=C(O)/C=C\C(=O)NCc1ccccc1 | -3% | 2% | u | -6% | -7% | -14%[57.1 µM] | 14% | 2% | 7%
Cc1cccc(C(=O)NCC(=O)NC2CCC(C)CC2)c1 (stereo unspecified) | x | -1% | 6% | -25% | -7% | -5% | x | -10% | 39%[activator]
Cc1ccc2c(c1)CC(C)N2S(=O)(=O)c1nnc(NC(=O)CC(C)C)s1 (stereo unspecified) | -3%&-9% | -11% | 5% | -7%&-4% | 3%&-6% | -6% | 14%&2% | 14% | 5%&9%
CCOc1ccccc1N1CC(C(=O)Nc2cc(Cl)ccc2-n2cncn2)CC1=O (stereo unspecified) | x | -1% | -30% | -9% | 1% | -6% | x | 9% | 9%
O=C(c1ccco1)N1CCCC(c2nc3c(nnn3Cc3cccc(Cl)c3)c(=O)[nH]2)C1 (stereo unspecified) | 2% | -32% | -13% | -10% | -4% | -15% | 3% | 23% | 6%
S=C(N/N=C/c1ccc2ncccc2c1)Nc1ccccc1 | 0% | -20% | u | -6% | 10% | -33% | 4% | -2% | 27%
Cc1ccc(NC(=O)Cn2c(=O)n(-c3ccccc3)c(=O)c3ccc(C(=O)NCc4ccc5c(c4)OCO5)cc32)cc1 | -5% | x | 2%[59 µM] | -12% | -2% | -1% | 0% | x | 4%
S=C1NCN(C2CCCCC2)CN1CCc1ccccc1 | 1% | -33% | u | 7% | -9% | -22% | -1% | 3% | -3%
Cc1cc(C)c(S(=O)(=O)N(C)CC(=O)NCc2ccncc2)c(C)c1 | -3% | 1% | 5% | -5% | 2% | -6% | -4% | 2% | -9%
CC(C)C[C@H](N)C(=O)N1CCC(C(=O)N[C@H](C(=O)NC(C)c2ccccc2)C(C)C)CC1 (stereo partly specified) | -2% | 3% | 13%[12.7 µM] | -15% | -13% | -18% | -6% | 8% | 13%
Fc1ccc2cnc(CCO[C@H]3CCCCO3)cc2c1 | x | x | x | -22% | -11% | -18% | x | 4% | -3%
Cc1ccc(NC(=O)Cc2nnc(SCC(=O)Nc3nncs3)n2C)cc1 | -8% | -16% | 23% | -1% | 7% | -14% | 20% | 25% | 9%
CSc1cccc(NC(=O)CCNS(=O)(=O)c2ccc3[nH]c(=O)oc3c2)c1 | -1% | -16% | x | 0% | u | -27% | -24% | 9% | u
Cc1ccccc1C(=O)c1cccn1CC(=O)NCc1ccco1 | -3% | -37% | -5% | u | -8% | -23% | 13% | 0% | -7%

Some of these compounds in order of their number in POLH inh, high to low.
molecule	BLM helicase inh	BAZ2B block	G9a block	POLH inh	POLK inh	JMJD2A Tudor	POLI inh
O=C(c1ccco1)N1CCCC(c2nc3c(nnn3Cc3cccc(Cl)c3)c(=O)[nH]2)C1 (stereo unspecified)	2%	-32%	-13%	-10%	-4%	-15%	6%
Cc1ccc(NC(=O)Cn2c(=O)n(-c3ccccc3)c(=O)c3ccc(C(=O)NCc4ccc5c(c4)OCO5)cc32)cc1	-5%	x	2%[59 µM]	-12%	-2%	-1%	4%
CC(C)C[C@H](N)C(=O)N1CCC(C(=O)N[C@H](C(=O)NC(C)c2ccccc2)C(C)C)CC1 (stereo partly specified)	-2%	3%	13%[12.7 µM]	-15%	-13%	-18%	13%
